Screening data as filed in PubChem.
PrPC surface inh: cell surface PrPC inhibition, primary TR-FRET screen | 370,000 compounds, 0.43% hits | AID 720596 | TR-FRET read-out | P04156 | inhibition, % at 13.8 µM; in the data active = inhibition above about 24%; note: 0% = median of the test wells and 100% = reference compound wells
MazF activator: MazEF (E. coli) toxin RNase activation | FAM/BHQ RNA-DNA oligo cleavage fluorescence, 5 h | AID 504720 | activation, % at 20 µM | 350,000 compounds, 0.32% hits | P0AE70; in the data active = activation above about 50%
Target sequence (P0AE70 whole entry, looked up): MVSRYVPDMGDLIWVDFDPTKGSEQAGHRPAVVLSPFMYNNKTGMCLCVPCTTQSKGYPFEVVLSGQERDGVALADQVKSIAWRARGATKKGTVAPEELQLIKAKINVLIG
GDH-TPI counter: inhibits GDH-TPI coupling enzymes, artifact for Mtb FBA screen; inhibition, % at 4.8 µM; GDH-TPI coupled enzyme counterscreen, NADH absorbance; 360,000 compounds, 1.2% hits; AID 588335; in the data active = inhibition above about 30%;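 note: 0% = DMSO wells and 100% = wells lacking the enzyme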
BoNT-F LC inh: BoNT F light chain protease inhibition. Multiplex microsphere protease cleavage assay, flow cytometry. inhibition, % at 10 µM. 360,000 compounds, 0.22% hits. AID 588497; in the data active = inhibition above about 35%, passing the limit was not always enough; inconclusive = no clear call, values can overlap the other calls; note: plate controls were buffer without enzyme for full effect and enzyme alone for no effect
BioA inh: inhibitors of Mycobacterium tuberculosis BioA enzyme; inhibition, % at 9.99 µM; AID 602481; 360,000 compounds, 0.096% hits; purified M. tuberculosis BioA enzyme, plate reader; in the data active = inhibition above about 40%; inconclusive = no clear call, values can overlap the other calls
Rv3671c inh: Rv3671c (M. tuberculosis) protease inhibition; P9WHR9; inhibition, % at 5.96 µM; 320,000 compounds, 0.048% hits; in the data active = inhibition above about 38%;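 note: extracellular domain of Rv3671c used as enzyme; 0% = enzyme with DMSO and 100% = no enzyme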
Target sequence (P9WHR9 whole entry, looked up, the tested form may be a part): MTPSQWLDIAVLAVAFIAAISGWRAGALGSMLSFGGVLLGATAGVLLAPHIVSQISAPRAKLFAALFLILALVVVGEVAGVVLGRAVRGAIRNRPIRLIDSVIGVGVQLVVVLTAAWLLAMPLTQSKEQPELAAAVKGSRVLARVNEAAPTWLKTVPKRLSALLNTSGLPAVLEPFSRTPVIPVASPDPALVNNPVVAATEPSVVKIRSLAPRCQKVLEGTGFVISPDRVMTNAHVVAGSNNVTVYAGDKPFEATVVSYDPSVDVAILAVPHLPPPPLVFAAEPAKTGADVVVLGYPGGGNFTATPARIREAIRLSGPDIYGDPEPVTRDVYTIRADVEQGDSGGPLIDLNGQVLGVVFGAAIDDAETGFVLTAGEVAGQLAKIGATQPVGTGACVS
UGM FP inh: blocks M. tuberculosis UGM enzyme | purified UGM, fluorescence polarization probe displacement | 320,000 compounds, 0.06% hits | inhibition, % at 10 µM; in the data active = inhibition above about 10%, passing the limit was not always enough; inconclusive = no clear call, values can overlap the other calls
FadD28 binding: inhibitors of Mycobacterium tuberculosis FadD28 bisubstrate binding | inhibition, % at 12.5 µM | FadD28 bisubstrate probe binding, fluorescence polarization | 360,000 compounds, 0.22% hits; in the data active = inhibition above about 8.5%, passing the limit was not always enough; inconclusive = no clear call, values can overlap the other calls
Mtb FBA inh: Mtb fructose-bisphosphate aldolase inhibition | P9WQA3 | purified M. tuberculosis FBA, fluorescence read-out | inhibition, % at 1 µM | 360,000 compounds, 2.3% hits; in the data active = inhibition above about 27%;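 note: 0% = vehicle and 100% = reference inhibitor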
Target sequence (P9WQA3 whole entry, looked up): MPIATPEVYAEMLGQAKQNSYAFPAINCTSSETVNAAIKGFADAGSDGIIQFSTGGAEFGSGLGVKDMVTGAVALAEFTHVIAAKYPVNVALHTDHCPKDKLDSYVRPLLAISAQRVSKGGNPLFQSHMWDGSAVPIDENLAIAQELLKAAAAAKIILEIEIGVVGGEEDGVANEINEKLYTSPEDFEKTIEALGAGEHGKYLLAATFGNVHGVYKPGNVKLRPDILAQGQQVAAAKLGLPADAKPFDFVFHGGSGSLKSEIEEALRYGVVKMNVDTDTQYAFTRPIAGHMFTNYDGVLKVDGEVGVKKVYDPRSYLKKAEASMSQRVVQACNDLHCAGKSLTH
Numbers without * were called inactive; ? = inconclusive; . = no result given; & = joins results of further samples. Not a hit list. About 4.8% of those tested had a hit in this group.

SMILES | PrPC surface inh | MazF activator | GDH-TPI counter | BoNT-F LC inh | BioA inh | Rv3671c inh | UGM FP inh | FadD28 binding | Mtb FBA inh
Cc1noc(NS(=O)(=O)c2ccc(NC(=O)c3cc(S(=O)(=O)Nc4ccc(F)cc4)ccc3Cl)cc2)c1C | 1 | 1 | 2 | -5 | 0.7 | . | . | 4.0 | 4
FC(F)(F)c1ccccc1Cc1c(-c2cccc(Cl)c2)nc2ccc(Br)cn12 | 1 | . | . | -4 | -1.2 | . | . | -3.3 | -1
COc1ccccc1NC(=S)NNC(=O)c1nn(C)cc1Cl | -5 | -1 | 14 | -2 | 1.1 | 9 | 3.9 | -0.9 | 5
O=C(Cn1c(NCCO)nc2ccccc21)N1CCN(Cc2ccccc2)CC1 | 3 | 7 | 0 | -2 | 1.0 | 3 | -2.5 | 1.1 | 0
CCN1CCN(c2ccc(NC(=O)c3cc4ccccc4cc3OC)cc2C)CC1 | -13 | 6 | 3 | -13 | -0.2 | 3 | 3.9 | -0.9 | 3
O=C(/C=C/c1ccccc1)NCC(=O)N/N=C/c1ccco1 | -2 | 8 | -2 | -2 | -0.4 | 0 | -0.3 | 0.3 | 1
Cc1ccccc1N1C(=O)c2ccccc2C1O (stereo unspecified) | -2 | 2 | 1 | -4 | 1.0 | -8 | 1.1 | -0.7 | -2
CC(=O)c1cc(CN2CCC(n3nccc3NC(=O)c3ccccc3)CC2)cs1 | 1 | -2 | -1 | 0 | -0.1 | 9 | 0.9 | -4.4 | -1
COc1ccc(NC(=O)Nc2ccc(Cc3ccncc3)cc2)cc1OC | 15 | 6 | -5 | -9 | 0.3 | 9 | -0.2 | 0.1 | 2
COc1ccc(OCC(=O)N/N=C2\CCCCc3ccccc32)cc1 | 8 | -8 | 2 | -1 | . | 6 | 0.6 | -2.5 | 3
CCOC(=O)c1sc(NC(=O)CSc2nc3c(c(-c4ccc(OC)cc4)c2C#N)CCCC3)c(C#N)c1C | 4 | 2 | -8 | 0 | -1.4 | -4 | -2.3 | -4.4 | 3
CCc1ccc(C(C(=O)NC2CCCC2)N(CCOC)C(=O)CCC(=O)Nc2cc(C)on2)cc1 (stereo unspecified) | -3 | -9 | 1 | -12 | -1.8 | 6 | 0.0 | -0.8 | 2
O=S(=O)(c1ccc2nc(COc3ccccc3)[nH]c2c1)N1CCOCC1 | 5 | 4 | -4 | -12 | 3.3 | -14 | 0.6 | -0.6 | 2
CC(=O)N1CCOc2ccc(S(=O)(=O)NC[C@H]3O[C@@H](n4cnc5c(N)ncnc54)[C@H](O)[C@@H]3O)cc21 | -4 | 5 | -4 | -5 | 1.5 | . | . | -5.2 | -1
Cc1nc(NC(=O)C2CC2)sc1C(=O)N1CCCCC1 | -3 | 2 | -4 | -4 | -0.6 | 1 | 1.9 | -3.2 | 1
Cc1cc(C(C)(C)C)oc1C(=O)N(CC(=O)NC1CCCC1)Cc1ccccc1 | 3 | -8 | -9 | -11 | -0.2 | -12 | 1.8 | -3.3 | 1
COc1ccc(-c2csc(Nc3ccc(S(N)(=O)=O)cc3)n2)cc1OC | 4 | -8 | 12 | -3 | . | 0 | 2.1 | 1.4 | 0
CCOC(=O)c1c(-c2ccccc2)csc1NC(=O)c1nn(CC)cc1Br | 2 | 1 | 7 | -10 | . | -27 | -1.5 | -2.8 | 2
Cc1c(S(=O)(=O)N2CCCC2)c(=O)n(C)c(=O)n1C | 4 | -5 | 7 | ? | 1.1 | 3 | 2.3 | -3.2 | 4
Cc1cc(C)c2nc(NC(=O)C3CC(=O)N(Cc4ccco4)C3)sc2c1 (stereo unspecified) | -3 | 3 | 4 | -1 | 3.2 | -4 | 3.2 | -4.1 | 5
O=C(N/N=C/c1ccc2cccnc2c1)c1ccco1 | -17 | -3 | 18 | 1 | 0.3 | 5 | -0.5 | -1.4 | -4
COc1ccccc1N1CCN(/N=C\c2ccc(C)o2)CC1 | 3 | 5 | 20 | -2 | 1.2 | -7 | -1.8 | 1.0 | 3
Cc1cccc(NC(=O)CCSc2ccccc2)c1C | -4 | -5 | 8 | -7 | 3.9 | -5 | 2.8 | -2.3 | 5
COc1cccc(NC(=O)CCc2ccccc2)c1 | 8 | 8 | 8 | 0 | -1.0 | 10 | 0.4 | -1.5 | 3
Cn1ccnc1SCCC#N | 3 | -9 | -5 | -6 | -0.2 | -2 | 2.7 | -3.3 | 3
CCN(CC)c1ccc(S(=O)(=O)N2CCCCC2)cc1NC(=O)CSCc1c(C)noc1C | 7 | 0 | -2 | -7 | 0.7 | . | . | -0.8 | 1
CCOC(=O)c1ccc(NC(=O)COc2cc(=O)n(CC)c3ccccc23)cc1 | 4 | -8 | -4 | -12 | -2.4 | 6 | -2.7 | -1.8 | 3
CC(=O)Nc1ccc(S(=O)(=O)N2CCN(CCN3CCOCC3)CC2)cc1Cl | 0 | -5 | -4 | -7 | . | 4 | 2.1 | -0.5 | -2
CC(=NNC(=S)N1CC2CCC(CC2)C1)c1cnccn1 | 4 | 6 | -3 | 59* | . | . | . | -1.8 | -3
CCC1(CC)NC(=O)N(CC(=O)OC(C)C(=O)Nc2ccc(Cl)cn2)C1=O (stereo unspecified) | 1 | -2 | 4 | -10 | . | 3 | 0.5 | -0.3 | 0
CCC(C)(C(=O)NC1CCCC1)N(C(=O)c1cnccn1)c1ccccc1 (stereo unspecified) | 6 | 5 | -1 | -5 | 1.1 | 2 | -0.8 | -2.8 | -2
Cc1cc(NC(=O)c2cnn3c(C(F)(F)F)cc(-c4ccc(Br)cc4)nc23)no1 | 1 | 3 | -5 | -1 | -0.1 | 4 | -0.1 | -3.4 | 0
Cc1cc2c3c([nH]c2cc1S(=O)(=O)N1CCC2(CC1)OCCO2)CC(C)(C)CC3=O | -8 | -11 | -1 | -8 | 1.1 | -10 | -2.9 | -4.6 | -1
Cc1ccccc1NC(=O)NCCN1C(=O)C2C3C=CC(C3)C2C1=O (stereo unspecified) | -1 | 7 | 13 | -11 | -1.4 | 5 | 1.3 | -1.1 | 4
CCc1ccc(C(O)c2ncc(-c3ccc(C)cc3)[nH]2)cc1 (stereo unspecified) | -7 | . | 1 | -8 | -1.8 | . | . | 0.3 | -2
CC1CCN(c2oc(-c3ccccc3Cl)nc2C#N)CC1 | 0 | 9 | 27 | -15 | 4.3 | 3 | 0.3 | 0.2 | 20
O=C(O)CCCC(=O)Nc1ccc(Cl)c(Cl)c1 | 3 | 7 | 3 | -7 | -0.3 | 4 | 2.0 | -2.1 | -1
COc1ccc(CCNC(=O)CCc2ccc(S(=O)(=O)NCC(C)C)cc2)cc1 | 4 | -1 | 2 | -3 | . | 3 | . | -1.1 | -4
CC(=O)c1c(C)nc(-c2ccc(Cl)cc2)nc1N | 8 | 1 | 3 | 50* | . | -1 | -1.1 | -3.6 | -2
CCC(=O)c1ccc(OCC(=O)Nc2nc(C)cs2)cc1 | 4 | 6 | 3 | -7 | 2.5 | -4 | -1.1 | -2.2 | -1

12 entries from above, as tab-separated lines.
Molecule	PrPC surface inh	MazF activator	GDH-TPI counter	BoNT-F LC inh	BioA inh	Rv3671c inh	UGM FP inh	FadD28 binding	Mtb FBA inh
Cc1noc(NS(=O)(=O)c2ccc(NC(=O)c3cc(S(=O)(=O)Nc4ccc(F)cc4)ccc3Cl)cc2)c1C	1	1	2	-5	0.7	.	.	4.0	4
FC(F)(F)c1ccccc1Cc1c(-c2cccc(Cl)c2)nc2ccc(Br)cn12	1	.	.	-4	-1.2	.	.	-3.3	-1
COc1ccccc1NC(=S)NNC(=O)c1nn(C)cc1Cl	-5	-1	14	-2	1.1	9	3.9	-0.9	5
O=C(Cn1c(NCCO)nc2ccccc21)N1CCN(Cc2ccccc2)CC1	3	7	0	-2	1.0	3	-2.5	1.1	0
CCN1CCN(c2ccc(NC(=O)c3cc4ccccc4cc3OC)cc2C)CC1	-13	6	3	-13	-0.2	3	3.9	-0.9	3
O=C(/C=C/c1ccccc1)NCC(=O)N/N=C/c1ccco1	-2	8	-2	-2	-0.4	0	-0.3	0.3	1
Cc1ccccc1N1C(=O)c2ccccc2C1O (stereo unspecified)	-2	2	1	-4	1.0	-8	1.1	-0.7	-2
CC(=O)c1cc(CN2CCC(n3nccc3NC(=O)c3ccccc3)CC2)cs1	1	-2	-1	0	-0.1	9	0.9	-4.4	-1
COc1ccc(NC(=O)Nc2ccc(Cc3ccncc3)cc2)cc1OC	15	6	-5	-9	0.3	9	-0.2	0.1	2
COc1ccc(OCC(=O)N/N=C2\CCCCc3ccccc32)cc1	8	-8	2	-1	.	6	0.6	-2.5	3
CCOC(=O)c1sc(NC(=O)CSc2nc3c(c(-c4ccc(OC)cc4)c2C#N)CCCC3)c(C#N)c1C	4	2	-8	0	-1.4	-4	-2.3	-4.4	3
CCc1ccc(C(C(=O)NC2CCCC2)N(CCOC)C(=O)CCC(=O)Nc2cc(C)on2)cc1 (stereo unspecified)	-3	-9	1	-12	-1.8	6	0.0	-0.8	2

Later entries:
SMILES | PrPC surface inh | MazF activator | GDH-TPI counter | BoNT-F LC inh | BioA inh | Rv3671c inh | UGM FP inh | FadD28 binding | Mtb FBA inh
O=C(CN1CCC(NC(=O)Cc2ccccc2)CC1)Nc1cccc2ccccc12 | -7 | 0 | 0 | -6 | -4.8 | -4 | -0.3 | -0.9 | 0
O=C(Nc1ccccc1)OC[C@@H]1C=CS(=O)(=O)N1Cc1ccc(Br)cc1 | -5 | . | . | 0 | 0.3 | . | . | -4.7 | -2
CC(C)Oc1ccc2c(c1)OC(c1ccccc1)(C(F)(F)F)NC2=O (stereo unspecified) | 8 | -2 | 12 | -3 | -1.1 | -9 | . | -1.8 | -1
O=C(COc1cccnc1[N+](=O)[O-])Nc1cc(Cl)ccc1Cl | 7 | -1 | 9 | -1 | -0.6 | -4 | -2.3 | -0.3 | -1
C[C@H](CO)N1C[C@H](C)[C@@H](CN(C)Cc2cccc(O)c2)OCc2cnnn2CCCC1=O | -2 | 5 | 5 | -4 | -0.6&-0.6&-1.2 | . | . | -2.0 | 0
C/C(=N\NC(=O)c1nnn(-c2nonc2N)c1CN1CCOCC1)c1ccc(CC(C)C)cc1 | -2 | 2 | -3 | -3 | 1.9 | 9 | -0.3 | 0.6 | -2
CCOC(=O)Cc1nn(Cc2ccccc2)c(=O)c2ccccc12 | -10 | 4 | 3 | -3 | . | 6 | 0.0 | -0.4 | -1
CC(C)NC(=O)c1cccc2c(-c3ccc(F)c(F)c3)coc12 | -4 | . | 0 | 2 | 2.2 | . | . | -1.1 | 0
Cc1cc(F)ccc1C(O)c1ncc(-c2cccc3ccccc23)[nH]1 (stereo unspecified) | -5 | . | 13 | 3 | 1.3 | . | . | -1.8 | 31*
COc1ccc(-n2c(SCC(=O)N3CCN(c4ccccc4)CC3)nc3c(c2=O)SCC3)cc1 | -12 | 2 | 22 | -1 | 19 | 0 | -0.6 | -3.8 | 1
Cc1nc2nc(CSc3nnc(C)s3)cc(=O)n2[nH]1 | 3&1 | -5&-1 | -8&14 | 2&7 | 0.6&-1.1 | -1 | 2.8 | -2.0&-3.4 | -1&3
Cc1c(C(=O)N(Cc2ccccc2)C2CCS(=O)(=O)C2)oc2ccccc12 (stereo unspecified) | 4 | 5 | -4 | -2 | 1.6 | 13 | -0.3 | -3.1 | -1
COc1ccc(C(=O)NC(=S)NNC(=O)c2ccccc2C)cc1 | -3 | 2 | 24 | -16 | -0.1 | 6 | 0.7 | -1.6 | 2
CCOP(=O)(OCC)C(Nc1ccc(F)cc1)c1ccccc1 (stereo unspecified) | 6 | 7 | -5 | ? | -1.3 | 1 | 1.2 | -1.4 | 0
COc1cccc(CNC(=O)c2cccc(NC3=NC4CS(=O)(=O)CC4S3)c2)c1 (stereo unspecified) | 5 | 14 | -15 | -4 | 1.1 | -3 | -4.8 | -0.9 | 3
O=C(COc1ccccc1)c1ccccc1 | 0 | -2 | 7 | -3 | -0.3 | . | . | -0.5 | 2
